# USP2a inh: blocks human ubiquitin-specific protease USP2a | O75604 | USP2 core, Ub-CHOP2 coupled fluorogenic reporter, 485/531 | Potency, µM (titrated, usually from 38.3 µM), for the others: at the top dose activity change, negative = inhibition, usual class: inhibitors | 0.01% of 330,000 active;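 further: potency means the concentration at half of the fitted maximal effect; plate controls were DMSO wells for no effect and full inhibition by NEM control for full effect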
#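 Deubiquitinase activity read as fluorescence (485/531 nm) after Ub-CHOP2 cleavage activates the enterokinase reporter on its substrate; USP2 core 10nM, Ub-CHOP2 and substrate 25nM each, 30min compound preincubation then 60min RT; data normalized to NEM, curves fitted.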
# KCNH2 WT inh: inhibitors of human wildtype KCNH2 potassium channel | Q12809 | activity change, % at 1.84 µM | U2OS, BacMam KCNH2, thallium flux FluxOr; stronger effect = lower value | AID 720551 | 0.37% of 340,000 active;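 active means maximum activity change below -70%; inconclusive means maximum activity change between -70% and -50%; inactive means maximum activity change above -50%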
#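 U2OS cells were transduced with wild-type KCNH2 virus (2.03 x 10^8 / mL) for 4 h at room temperature, then cultured overnight at 37 C. Thallium flux was read with FluxOr dye. Rate constants were normalized to DMSO controls.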
# KCNH2 3.1 inh: inhibitors of human KCNH2 3.1 potassium channel isoform; AID 720553; U2OS KCNH2 3.1, thallium flux FluxOr; stronger effect = lower value; activity change, % (tested at about 1.8 µM); 0.95% of 340,000 active;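 active means maximum activity change below -70%; inconclusive means maximum activity change from -70% to -50%; inactive means maximum activity change above -50%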;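 further: thallium influx rate constant from kinetic fluorescence after stimulation buffer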
#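 U2OS cells transduced with KCNH2 3.1 mutant virus (1.77 x 10^8 /mL, 4 h), plated overnight at 37 C, loaded 45 min with FluxOr dye plus Red40 quencher. Thallium flux rate constant from kinetic reads after stimulation buffer, normalised to controls.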
# GALK inh: blocks human galactokinase activity | Purified GALK, Kinase-Glo residual ATP luminescence | Potency, µM (top dose mostly 57.5 µM), for inactives: at the highest dose activity change, negative = inhibition, hits mostly inhibitors | 0.007% of 270,000 active | P51570; further: potency means the concentration at half of the fitted maximal effect
#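 Kinase-Glo Plus luminescence measured ATP left after a 1 h room-temperature reaction. The reaction used 5 nM GALK, 100 uM galactose and 35 uM ATP at pH 8.0 (20 mM HEPES, 5 mM MgCl2, 60 mM NaCl, 1 mM DTT, 0.01% BSA).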
# uPA generation: cell surface uPA generation inhibition. 0.31% of 330,000 active. cell surface uPA generation assay, qHTS. AID 540303. Potency, µM (series often up to 38.3 µM), for the others: top-dose activity change, negative = inhibition, hits mostly inhibitors; active means well fitted inhibition curve with a large enough effect; inconclusive means small, poorly fitted or top-dose-only effect; inactive means no such curve, though single readings can be large or run the other way; tested in mouse RAW 264.7 cells; further: potency means the concentration at half of the fitted maximal effect; nearly all actives have a fitted effect of over 55% in size
# PKM2 act: increases activity of human pyruvate kinase M2; P14618; Potency, µM (highest dose often 57.5 µM), for the others: top-dose activation, hits mostly activators; purified PKM2, Kinase-Glo ATP luminescence, activation; response scale: 0% is enzyme alone, no compound; 0.34% of 260,000 active; further: potency means the concentration at half of the fitted maximal effect; nearly all actives have a fitted effect of over 55% in size
# Target sequence (P14618 whole entry, looked up): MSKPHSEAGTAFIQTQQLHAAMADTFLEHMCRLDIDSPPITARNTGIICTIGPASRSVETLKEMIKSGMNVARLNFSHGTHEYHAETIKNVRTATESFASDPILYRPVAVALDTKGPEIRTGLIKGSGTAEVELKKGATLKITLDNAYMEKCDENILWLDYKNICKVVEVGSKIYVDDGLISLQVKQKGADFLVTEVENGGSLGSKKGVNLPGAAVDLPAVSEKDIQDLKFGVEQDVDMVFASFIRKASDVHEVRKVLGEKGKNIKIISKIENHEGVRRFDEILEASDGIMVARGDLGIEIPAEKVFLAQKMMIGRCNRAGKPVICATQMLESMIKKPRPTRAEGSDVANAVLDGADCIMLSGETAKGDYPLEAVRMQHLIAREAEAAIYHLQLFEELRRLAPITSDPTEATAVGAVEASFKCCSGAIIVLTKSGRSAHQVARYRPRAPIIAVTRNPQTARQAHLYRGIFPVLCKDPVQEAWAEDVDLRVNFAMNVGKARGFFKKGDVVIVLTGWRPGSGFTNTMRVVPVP
#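 Purified hPK-M2 (>95% pure) converted ADP (0.1 mM final) to ATP with 0.5 mM PEP in 50 mM imidazole pH7.2, KCl, MgCl2, Tween 20, BSA; 1 h at room temperature. ATP detected by Kinase-Glo luminescence.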
# B2AR arrestin: recruits beta-arrestin to the human beta2-adrenergic receptor; P07550; beta-arrestin recruitment to beta2AR, cell-based reporter; Potency, µM (titrated, usually from 46.1 µM), for the others: at the highest dose activation, hits mostly activators; 0.02% of 330,000 active; AID 492947;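 further: potency means the concentration at half of the fitted maximal effect; 0% = DMSO controls and full agonism = EC100 isoproterenol or metaproterenol; nearly all actives have a fitted effect of over 65% in size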
# Target sequence (P07550 whole entry, looked up): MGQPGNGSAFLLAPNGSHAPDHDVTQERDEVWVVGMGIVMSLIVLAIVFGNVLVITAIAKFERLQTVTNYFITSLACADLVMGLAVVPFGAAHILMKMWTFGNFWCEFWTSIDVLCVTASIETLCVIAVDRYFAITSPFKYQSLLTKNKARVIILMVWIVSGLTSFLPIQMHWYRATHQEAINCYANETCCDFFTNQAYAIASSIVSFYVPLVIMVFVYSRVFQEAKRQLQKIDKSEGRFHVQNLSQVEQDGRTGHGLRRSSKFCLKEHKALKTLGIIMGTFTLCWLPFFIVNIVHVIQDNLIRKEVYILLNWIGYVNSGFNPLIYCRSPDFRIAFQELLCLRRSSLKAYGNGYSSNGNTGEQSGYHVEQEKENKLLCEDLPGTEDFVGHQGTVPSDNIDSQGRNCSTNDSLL
# BCR signal inh: blocks chronic active B-cell receptor signaling; ABC-DLBCL IkBa-CBG/CBR reporter, luminescence ratio, 4 h; Potency, µM (top dose mostly 46.1 µM), for inactives: at the highest dose ratio change, negative = lower green/red ratio, hits mostly inhibitors; 0.05% of 340,000 active; active means well fitted inhibition curve with a large enough effect in the signal ratio, with a control signal flat, not every such curve was filed as active; inconclusive means small, poorly fitted or top-dose-only effect, or effect the other way, or a change in a side signal; the % refers to the signal ratio;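 further: potency means the concentration at half of the fitted maximal effect; plate controls were basal doxycycline-induced cells for no effect and cells given 10 µM MG132 for full effect; MG132 reads +100%, hits lower the ratio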
#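 Compounds up to 46 uM were incubated four hours with TMD8 cells whose green CBG68 luciferase is fused to IkappaBalpha; red CBR luminescence normalised the signal, and concentration-effect curves were fitted to fusion, red and ratio data.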
# Eya2 inh: Eya2 (human) phosphatase inhibition; O00167; recombinant Eya2, OMFP fluorescence dephosphorylation (OMFP is methylfluorescein phosphate); Potency, µM (highest dose often 76.9 µM), for the others: at the top dose activity, negative = inhibition, hits mostly inhibitors; 0.006% of 330,000 active; AID 488837; further: potency means the concentration at half of the fitted maximal effect
#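 Eya2 (0.2 uM) preincubated 10 min at ambient with compound, then OMFP substrate added at 50 uM; 10 min reaction in 50 mM HEPES pH 7.5, 50 mM NaCl, 5 uM MgCl2, 0.05% BSA, 1 mM DTT. Fluorescence read at Ex 485/Em 525 nm.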
# Coupling enz: coupling enzyme interference in Giardia aldolase counter-screen; coupling enzyme system counterscreen, AmpLite Red fluorescence; activity change, negative = inhibition, % at 58.2 µM, hits read low; 0.67% of 290,000 active; in the data active means activity change below about -30%
#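 Coupling enzymes only (glyceraldehyde-3-phosphate) + compound, at 57.5 uM final, 10 min RT; add substrate/coupling/AmpLite Red mix, 20 min RT; fluorescence ex 525/em 598 nm. Actives flag coupling-system interference.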
# Giardia killer: kills Giardia lamblia; Giardia lamblia trophozoite viability; activity change, % at 7.66 µM, hits read low; 0.15% of 340,000 active; in the data active means activity change below about -80%; inconclusive means between about -30% and that limit;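 further: parasites exposed to compound for two days anaerobically before the ATP read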
#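 Each well holds 100 Giardia trophozoites and compound. After two days (48 hrs) at 37 deg C in anaerobic conditions, ATP is quantified by luminescence.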
# * marks the source's active call; other numbers are inactive results; ? = inconclusive; nt = not tested or not shown; [ ] = remark or other dose. Unless noted, the call rests on the fitted dose curve; in most records, active means well fitted curve in the direction sought with a large enough effect; inconclusive means small, poorly fitted or top-dose-only effect, or another doubt; inactive means no such curve, though single readings can be large; an effect the other way counts as inactive or inconclusive. Unless noted, on the % scale 0 is the no-effect control and ±100 the full control effect.
SMILES,USP2a inh,KCNH2 WT inh,KCNH2 3.1 inh,GALK inh,uPA generation,PKM2 act,B2AR arrestin,BCR signal inh,Eya2 inh,Coupling enz,Giardia killer
COc1ccc(C2C3C(=O)N(N(C)c4ncc(C(F)(F)F)cc4Cl)C(=O)C3ON2C)cc1 (stereo unspecified),0%,3,21,-3%,6%,-1%,-0.1%,-9%,14%,-3,30
COCCN(C(=S)Nc1cccc(OC)c1)C1CCN(C(C)=O)CC1,2%,2,7,1%,4%,2%,-0.5%,4%,-1%,0,-13
COc1ccc(C(=O)NCCc2nnc3ccc(SCC(=O)NCc4ccccc4)nn23)cc1,1%,-6,6,0%,10%,7%,0.5%,?,5%,nt,10
O=C(C1CCC(=O)N1Cc1ccccc1Cl)N1CCN(c2cccc(Cl)c2)CC1 (stereo unspecified),1%,2,2,3%,-1%,3%,-0.5%,0%,14%,6,10
Cn1c(=O)c(-c2ccccc2[N+](=O)[O-])c(Cl)c2ccccc21,-1%,-4,20,8%,-3%,7%[11.5 µM],6.9%,-23%,-4%,-1,3
Cn1ccnc1SCC(=O)Nc1cccc2ccccc12,1%,8,-3,2%,0%,-3%,5.9%,?,17%,4,1
CC(C(=O)NCc1ccccc1)N1C(=O)CN(C)C(=O)c2ccccc21 (stereo unspecified),-5%,4,-9,1%,1%,-3%,0.4%,3%,7%,1,-4
COc1ccc(NC(=O)CN(C)C(=O)Cc2c[nH]c3ccccc23)cc1,-1%,17,16,nt,?,nt,-0.2%,4%,2%,nt,13
COc1cccc(CC2(CO)CCCN(Cc3cn[nH]c3-c3ccccc3)C2)c1 (stereo unspecified),0%,67,1,4%,2%,2%,0.0%,-10%,-6%,-1,-1
CN(c1nc(-c2ccc(Br)cc2)cs1)C1CCS(=O)(=O)C1 (stereo unspecified),0%,3,8,10%,6%,nt,0.4%,-7%,-4%,-2,3
O=C(NC1CCCC1)C1C2C=CC3(CN(Cc4cccs4)C(=O)C13)O2 (stereo unspecified),0%,7,-2,nt,-6%,-2%,-0.5%,?,1%,-1,8
O=C1CC(c2ccccc2Cl)C2=C(COC2=O)N1 (stereo unspecified),5%,3,4,2%,-2%,-6%,0.1%,2%,9%,-1,-1
COc1cc(C)c(Br)cc1S(=O)(=O)NCCN1CCOCC1,5%,-2,-8,1%,-2%,1%,-0.4%,3%,16%,-1,17
Nc1nc(-c2ccccc2Br)cs1,3%,-2,13,1%,1%,-20%,-0.1%,-24%,0%,-5,31[activator]
CCN1CCN(C(=O)Cn2c(=O)sc3ccccc32)CC1,3%,-2,1,2%,-12%,3%,0.2%,-1%,-10%,0,4

# By substructure: the compounds so far containing an aryl thioether with sulfur outside any ring (2)
SMILES,USP2a inh,KCNH2 WT inh,KCNH2 3.1 inh,GALK inh,uPA generation,PKM2 act,B2AR arrestin,BCR signal inh,Eya2 inh,Coupling enz,Giardia killer
COc1ccc(C(=O)NCCc2nnc3ccc(SCC(=O)NCc4ccccc4)nn23)cc1,1%,-6,6,0%,10%,7%,0.5%,?,5%,nt,10
Cn1ccnc1SCC(=O)Nc1cccc2ccccc12,1%,8,-3,2%,0%,-3%,5.9%,?,17%,4,1

# (continued)
SMILES,USP2a inh,KCNH2 WT inh,KCNH2 3.1 inh,GALK inh,uPA generation,PKM2 act,B2AR arrestin,BCR signal inh,Eya2 inh,Coupling enz,Giardia killer
Cc1ccc(NS(=O)(=O)c2ccc(NC(=O)CSc3ccc(Cl)cc3)cc2)c(C)c1,3%,-9,0,0%,11%,2%,0.0%,9%,15%,1,-6
O=C(O)c1ccccc1CSc1nnc2c(n1)[nH]c1ccccc12,0%,3,5,nt,2%,-12%,-0.9%,?,4%,16,-12
O=C(NCc1ccco1)c1ccccc1NS(=O)(=O)c1ccc(Br)s1,1%,12,6,nt,0%,-1%,-0.4%,7%,18%,8,-8
Cc1ccc(S(=O)(=O)NC(C)(C)C)cc1C(=O)OC(C)C(=O)NC1CC1 (stereo unspecified),1%,-4,-3,nt,-14%,nt,-0.1%,-1%,27%,nt,-9
COc1ccc(CCN2C(=O)NC(NC(=O)C(C)(C)C)(C(F)(F)F)C2=O)cc1OC (stereo unspecified),2%,6,9,1%,4%,-1%,-0.2%,-8%,-7%,0,-12
O=c1c2ccccc2ncn1CCCCOc1ccc(Br)cc1,2%,-3,-10,3%,-3%,0%,0.2%,-3%,-2%,0,-6
Cc1sc2ncn(CC(=O)NCC(=O)N3CCN(c4ccccc4F)CC3)c(=O)c2c1C,2%,0,-15,-2%,1%,nt,-0.8%,3%,-6%,3,6
CC(C)CN(C(=O)COC(=O)Cc1ccc(Cl)cc1)c1c(N)n(Cc2ccccc2)c(=O)[nH]c1=O,0%,3,-11,nt,-8%,nt,0.4%,?,-11%,nt,-6
COC(=O)C1=C(C(=O)OC)C2(OC1c1ccccc1C)C(=O)c1ccccc1C2=O (stereo unspecified),-1%,-3,0,-1%,-1%,-8%,-0.3%,6%,2%,-2,-7
CC(=O)c1cccc(NC(=O)c2ccoc2C)c1,1%,-4,5,1%,-5%,-3%,0.5%,-9%,-6%,0,7
Cc1[nH]nc2c1C(=O)CCC2,-2%,0,-2,3%,0%,1%,-0.2%,13%,7%,-2,-17
COCCNC(=O)c1cccc(OC2CCN(Cc3cccc(SC)c3)CC2)c1,1%,54,-1,-3%,-3%,1%[11.5 µM],-0.1%,-14%,-2%,0,1
CC(=O)c1cccc(NC(=O)COc2ccc3oc(=O)cc(C)c3c2)c1,0%,0,-10,nt,4%,-9%,-0.1%,-23%,-5%,3,-6
C/C(=C\C(=O)C(F)(F)F)Nc1ccc(C)cc1,2%,0,6,2%,6%,5%,-1.0%,?,-4%,0,-7
Cc1cc(OCC(=O)Nc2ncn[nH]2)ccc1Cl,0%,-10,9,nt,14%,nt,0.0%,0%,-2%,nt,?

# Taken from above.
# For B2AR arrestin, COC(=O)C1=C(C(=O)OC)C2(OC1c1ccccc1C)C(=O)c1ccccc1C2=O (stereo unspecified) has -0.3%
# For uPA generation, CC(=O)c1cccc(NC(=O)COc2ccc3oc(=O)cc(C)c3c2)c1 has 4%
# For USP2a inh, Cc1cc(OCC(=O)Nc2ncn[nH]2)ccc1Cl has 0%

# The main list resumes; the 3 compounds before the break are reprinted first.
SMILES,USP2a inh,KCNH2 WT inh,KCNH2 3.1 inh,GALK inh,uPA generation,PKM2 act,B2AR arrestin,BCR signal inh,Eya2 inh,Coupling enz,Giardia killer
CC(=O)c1cccc(NC(=O)COc2ccc3oc(=O)cc(C)c3c2)c1,0%,0,-10,nt,4%,-9%,-0.1%,-23%,-5%,3,-6
C/C(=C\C(=O)C(F)(F)F)Nc1ccc(C)cc1,2%,0,6,2%,6%,5%,-1.0%,?,-4%,0,-7
Cc1cc(OCC(=O)Nc2ncn[nH]2)ccc1Cl,0%,-10,9,nt,14%,nt,0.0%,0%,-2%,nt,?
COc1ccc(Nc2nc(C)nc3sc4c(c23)CCC4)cc1O,0%,1,-4,-3%,-5%,-23%,-0.1%,0%,7%,-3,-21
O=S(=O)(N/N=C/c1ccc2c(c1)OCO2)c1ccc(Br)cc1,2%,7,-8,-4%,-24%,3%,0.3%,-2%,-1%,nt,-9
COc1ccccc1CNC(=O)c1cn(C)c2ccc(S(=O)(=O)N3CCCC3)cc2c1=O,1%,-5,-3,0%,5%,3%,-0.5%,1%,-3%,-3,2
COc1cccc(C(=O)Nc2cccc(-c3ccc(N4CCOCC4)nn3)c2)c1,3%,0,-3,nt,10µM*,nt,0.1%,-6%,-11%,nt,7

# Shown as a hit in uPA generation, of those listed so far:
canonical_smiles	GALK inh	uPA generation	PKM2 act	B2AR arrestin	Eya2 inh
COc1cccc(C(=O)Nc2cccc(-c3ccc(N4CCOCC4)nn3)c2)c1	nt	10µM*	nt	0.1%	-11%
